Vif-A3F inh: blocks the Vif interaction with APOBEC3F. 390,000 compounds, 0.2% hits. HeLa A3F-eYFP + Vif (tagged APOBEC3F with the HIV-1 protein that degrades it), YFP fluorescence increase. Potency, µM (top dose mostly 46.1 µM), for the others: at the highest dose activity, negative = active; note: % of control where 0% means no effect; nearly all actives have a fitted effect of over 65% in size
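HeLa cells stably expressing Vif plus C-terminally eYFP-tagged A3F were seeded, incubated overnight at 37 deg C, dosed with compound, incubated overnight again at 37 deg C. Yellow fluorescence (Ex 488/Em 500-530) reported blocked Vif-mediated A3F-eYFP degradation.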
TrxR1 inh: rat TrxR1 inhibition. 390,000 compounds, 1% hits. O89049. Potency, µM (highest dose often 114 µM), for inactives: at the highest dose activity change, negative = inhibition, most hits filed as inhibitors. recombinant rTrxR1, NADPH fluorescence consumption, selenite substrate; note: % is set by controls: 0 for no effect and ±100 for the full control effect; nearly all actives have a fitted effect of over 65% in size
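Rat TrxR1 (90 nM in the dispensed reagent) was pre-reduced with 400 uM NADPH for 5 min at room temperature, then incubated with compound for 15 min. After 400 uM selenite was added, NADPH fluorescence (Ex 340/Em 450 nm) was followed for 8 min.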
RGS4 inhibitor: human RGS4 inhibition; Transcreener GDP fluorescence polarization, RGS4-accelerated GTP hydrolysis; Potency, µM (doses to about 114 µM), for inactives: top-dose activity change, negative = inhibition, actives largely listed as inhibitors; 390,000 compounds, 0.039% hits; note: % is set by controls: 0 for no effect and ±100 for the full control effect; nearly all actives have a fitted effect of over 75% in size; some results filed as inactive show a strong effect at the top dose
Target sequence (P49798 whole entry, looked up): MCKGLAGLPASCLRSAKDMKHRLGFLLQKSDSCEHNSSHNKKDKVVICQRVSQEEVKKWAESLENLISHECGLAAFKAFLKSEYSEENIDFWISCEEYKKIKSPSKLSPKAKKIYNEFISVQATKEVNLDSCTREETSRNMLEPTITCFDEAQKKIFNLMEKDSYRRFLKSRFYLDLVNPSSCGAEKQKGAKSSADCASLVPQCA
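MLSMR compounds (23 nl, pin-transferred) preincubated 10 min at room temperature with a 500nM (2x) first reagent, then RGS4 at 900nM (2x) plus Transcreener GDP mix added; fluorescence polarization (620/688 nm) read before and after 90 min at 30 °C.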
ALOX12 inh: blocks human arachidonate 12S-lipoxygenase | Potency, µM (doses to about 108 µM), inactives show at the top dose activity change, negative = inhibition, hits mostly inhibitors | purified 12hLO, xylenol orange hydroperoxide absorbance | P18054 | 580,000 compounds, 1.1% hits; note: % is set by controls: 0 for no effect and ±100 for the full control effect
Target sequence (P18054 whole entry, looked up): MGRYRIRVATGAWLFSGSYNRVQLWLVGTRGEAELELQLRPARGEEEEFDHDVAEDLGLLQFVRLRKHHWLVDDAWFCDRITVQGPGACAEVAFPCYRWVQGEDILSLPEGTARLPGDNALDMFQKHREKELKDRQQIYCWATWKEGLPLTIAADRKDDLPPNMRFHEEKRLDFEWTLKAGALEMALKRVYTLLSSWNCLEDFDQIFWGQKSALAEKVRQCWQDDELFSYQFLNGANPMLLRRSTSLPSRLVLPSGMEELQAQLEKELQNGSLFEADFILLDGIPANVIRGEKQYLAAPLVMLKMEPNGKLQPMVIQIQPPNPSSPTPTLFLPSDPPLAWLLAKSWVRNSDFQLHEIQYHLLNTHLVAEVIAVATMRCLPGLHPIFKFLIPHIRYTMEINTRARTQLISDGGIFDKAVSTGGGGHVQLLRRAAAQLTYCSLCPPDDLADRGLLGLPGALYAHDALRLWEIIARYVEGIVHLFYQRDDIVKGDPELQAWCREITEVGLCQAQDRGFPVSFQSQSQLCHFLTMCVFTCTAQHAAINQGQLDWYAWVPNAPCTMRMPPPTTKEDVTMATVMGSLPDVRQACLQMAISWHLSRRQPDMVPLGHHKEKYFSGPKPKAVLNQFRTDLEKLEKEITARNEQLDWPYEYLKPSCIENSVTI
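Purified human 12hLO at 150 nM in 25 mM Hepes, 0.01% Triton X-100, pH 7.0, preincubated 15 min at room temperature with compound. Reaction started with 40 uM arachidonic acid, 30 min at room temperature. Hydroperoxide measured by Fe-xylenol orange, 573/405 nm absorbance ratio.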
Vif-APOBEC3G blk: blocks the Vif interaction with human APOBEC3G; Q9HC16; HeLa A3G-eYFP + Vif (tagged APOBEC3G with the HIV-1 protein that degrades it), YFP fluorescence, overnight; 410,000 compounds, 0.076% hits; Potency, µM (titrated, usually from 46.1 µM), inactives show top-dose activity, negative = active, usual class: inhibitors; AID 602310;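 note: % is set by controls: 0 for no effect and ±100 for the full control effect; nearly all actives have a fitted effect of over 60% in size; hits raise eYFP signal because A3G escapes Vif-driven loss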
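HeLa cells stably expressing Vif and C-terminally eYFP-tagged A3G, seeded overnight at 37 deg C, then exposed to compound by pintool overnight at 37 deg C. Rise in yellow fluorescence (Ex 488/Em 500-530, Acumen) marks blocked Vif-driven A3G degradation.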
TrxR1 substrate: is turned over as a substrate by rat TrxR1; purified TrxR1 substrate turnover, NADPH consumption readout; Potency, µM (series often up to 114 µM), for the others: at the top dose activity change, negative = substrate turnover; 390,000 compounds, 0.01% hits; AID 588456; note: % is set by controls: 0 for no effect and ±100 for the full control effect; nearly all actives have a fitted effect of over 50% in size
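Rat TrxR1, dispensed at 90 nM, was prereduced with 400 uM NADPH (final) for 5 min at ~22 deg C, then incubated with compound 15 min before 400 uM selenite. A first-read NADPH fluorescence drop versus no-compound background flagged substrates.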
USP1-UAF1 inh: USP1/UAF1 (human) deubiquitinase inhibition | Potency, µM (doses to about 57.1 µM), for the others: at the highest dose activity change, negative = inhibition, most hits filed as inhibitors | 390,000 compounds, 0.23% hits | O94782 | recombinant USP1/UAF1, Ub-Rhodamine cleavage fluorescence; note: % is set by controls: 0 for no effect and ±100 for the full control effect; nearly all actives have a fitted effect of over 60% in size; inactives centre near -12
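USP1/UAF1 complex at 1 nM was preincubated with compound for 15 min at room temperature, then Ub-Rho substrate (150nM final) was added. Fluorescence (480/540 nm) was read kinetically, 6 reads every 60 seconds.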
RXFP1 ag: RXFP1 (human) receptor agonism. HEK293T-RXFP1 cAMP TR-FRET, 30 min; response scale: percent of porcine relaxin response, buffer zero. AID 2676. Potency, µM (top dose mostly 57.5 µM), for inactives: at the top dose activation, actives largely listed as activators. Q9HBX9. 370,000 compounds, 0.3% hits; note: % is set by controls: 0 for no effect and ±100 for the full control effect; nearly all actives have a fitted effect of over 60% in size; many of its hits are not listed in these tables
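cAMP rise read by TR-FRET after 30 min, 37C compound exposure (up to 58 uM) in RXFP1-transfected HEK293 cells with Ro 20174 present. EC50 from Hill-equation fits, with 29 nM porcine relaxin as 100% and buffer as basal.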
mIDH1 inhibitor: blocks human mutant IDH1 R132H enzyme | O75874 | IDH1-R132H enzyme, NADPH consumption, diaphorase/resazurin fluorescence | Potency, µM (highest dose often 76.6 µM), inactives show at the top dose activity change, negative = inhibition, hits mostly inhibitors | 390,000 compounds, 0.093% hits | AID 602179; note: % is set by controls: 0 for no effect and ±100 for the full control effect; nearly all actives have a fitted effect of over 65% in size
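IDH1-R132H (0.5 ug/mL dispensed) in pH 7.5 Tris buffer was preincubated 30 min with compound, then given a substrate mix of 0.016 mM NADPH and 2 mM alpha-KG for 80 min at room temperature; remaining NADPH was read by diaphorase/resazurin fluorescence.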
The depositor's hits bear a star; ? = inconclusive; / = no result given; [ ] = dose if it differs, or a comment. Calls come from the whole dose curve; as a rule, active = well fitted curve in the direction sought with a large enough effect; inconclusive = small, poorly fitted or top-dose-only effect, or another doubt; inactive = no such curve, though single readings can be large; an effect the other way counts as inactive or inconclusive. Potency is the fitted concentration of half-maximal effect. These rows are one share of the data. The share of hits here may be higher or lower than overall.

SMILES	Vif-A3F inh	TrxR1 inh	RGS4 inhibitor	ALOX12 inh	Vif-APOBEC3G blk	TrxR1 substrate	USP1-UAF1 inh	RXFP1 ag	mIDH1 inhibitor
CCn1nc(C)c(CN2CCc3c([nH]c4ccccc34)C2C(C)(C)C)c1C (configuration not stated)	10%	0%	-2%	8%	2%	7%	-11%	-0.6%	-9%
Cn1c(-c2cccc(Br)c2)cnc1NCc1cccc(F)c1	-3%	13%	-6%	11µM*	?	5%	-18%	-2.8%	13%
CC(C)Oc1ccc(C(=O)N2CCC(CCC(=O)NC3CC3)CC2)cc1	0%	/	/	?	-5%	/	-6%	/	-1%
O=C(OCc1cncs1)c1ccccc1Cl	0%	-5%	-21%	-4%	1%	-5%	-16%	0.8%	-4%
CNC(=O)C[C@H]1C(=O)N(C2CCCCC2)C[C@@H]1c1ccc(Br)cc1	-1%	/	/	-53%	-2%	/	?	/	-6%
CCOc1cc(N2CCOCC2)c(OCC)cc1NC(=O)C(NC(=O)c1ccco1)C(C)C (configuration not stated)	3%	-3%[57.1 µM]	5%[11.4 µM]	0%	1%	-12%	-3%	0.6%	-3%
COc1ccc(-c2[nH]ncc2CN2CCC(C(=O)c3ccc(F)cc3)CC2)cc1	8%	-9%	-2%	49%[activator]	-3%	-8%	-18%	0.4%	0%
CCOc1ncccc1C(=O)Nc1ccccc1F	-7%	5%	12%	-9%	-1%	-4%	-10%	-0.2%	-4%
COc1ccc(-c2nc3ccc(C)cn3c2NCc2ccc3c(c2)OCO3)cc1	-15%	9%	-7%	-6%	6%	19%	-6%	16%	11%
COc1ccc(NC(=S)N(CCc2ccncc2)C(C)C)cc1Cl	0%	/	/	-23%	-4%	/	-24%	/	2%
CCc1nc2ccccc2n1Cc1ccccc1OC	-1%	1%[57.1 µM]	6%	0%	-7%	-6%	-21%	-0.2%	2%
CCOc1cccc2cc(C(=O)NCc3ccc(OC)cc3)c(=N)oc12	2%	0%	1%	-2%	0%	-3%	-20%	1.4%	11%

Other compounds:
SMILES	Vif-A3F inh	TrxR1 inh	RGS4 inhibitor	ALOX12 inh	Vif-APOBEC3G blk	TrxR1 substrate	USP1-UAF1 inh	RXFP1 ag	mIDH1 inhibitor
CN(C(=O)COC(=O)c1cc2c(s1)CCCCC2)c1ccccc1	-25%	16%	5%	11%	1%	-11%[57.1 µM]	-8%	-0.7%	0%
COc1ccc(S(=O)(=O)CCC(=O)NCCc2ccc(S(N)(=O)=O)cc2)cc1	8%	-3%[57.1 µM]	13%	10%	-7%	9%[57.1 µM]	7%	1.4%	6%
CCN(Cc1ccccc1)C(=O)c1ccc(SC)cc1OC	2%	20%	15%	-28%	2%	-1%	-11%	-1.9%	4%
O=C(CSCc1ccc([N+](=O)[O-])cc1)Nc1cccc(C(=O)Nc2ccccc2C(=O)O)c1	-7%	11%	8%	-27%[57.4 µM]	3%	-3%	-13%	-3.1%	7%
Cc1ccc2c(c1)-c1onc(C(=O)N3CCN(c4ccc(Cl)cc4)CC3)c1CO2	10%	29%	-3%	-23%	-1%	38%[activator]	-17%	1.9%	8%
Oc1ccccc1C1CCCCC1c1ccccc1 (configuration not stated)	-3%	16%[57.1 µM]	-16%	?	-4%	-14%	-6%	0.0%	3%
CC(C)C(c1nnnn1C1CCCC1)N1CCN(c2ccccc2F)CC1 (configuration not stated)	-1%	25%[57.1 µM]	20%	1%	0%	-13%	-8%	0.5%	6%
COc1ccc(OCc2nc(N)nc(Nc3ccccc3OC)n2)cc1	6%	3%[57.1 µM]	26%	-10%	1%	0%[57.1 µM]	-8%	-2.0%	-2%
COc1ccc(NC(=S)NCc2ccco2)cc1	0%	-15%	-18%	0%	1%	-1%	-23%	0.2%	0%
COc1ccc(NC(=O)CCS(=O)(=O)c2ccc3c(c2)NC(=O)C(C)S3)cc1OC (configuration not stated)	-6%	18%[57.1 µM]	-53%[56.9 µM]	0%	3%	2%[57.1 µM]	-10%	-1.5%	-1%
CC(=O)c1sc(NC(=O)COc2ccc(Cl)cc2C)nc1C	-14%	31%	4%	-8%	0%	10%	-7%	4.2%	13%
O=C(COC(=O)COc1ccc(Cl)cc1)NC1CCCCC1	-5%	-6%	10%	0%	-2%	-5%	-2%	-0.3%	1%

The results go on.
SMILES	Vif-A3F inh	TrxR1 inh	RGS4 inhibitor	ALOX12 inh	Vif-APOBEC3G blk	TrxR1 substrate	USP1-UAF1 inh	RXFP1 ag	mIDH1 inhibitor
N#Cc1ccccc1S(=O)(=O)N1CCN(C(=O)c2ccc(-n3cncn3)c([N+](=O)[O-])c2)CC1	?	3%[57.1 µM]	14%	-30%	0%	2%[57.1 µM]	-2%	-0.4%	4%
COc1ccc(S(=O)(=O)Nc2cc(S(=O)(=O)c3ccccc3)c(O)c(C)c2C)cc1	-2%	-3%	-2%	?	-3%	-8%	-20%	4.3%	-8%
COc1ccccc1NC(=O)Cn1c(=O)n(Cc2ccc3c(c2)OCO3)c(=O)c2oc3ccccc3c21	-12%	33%	7%	?	1%	9%	-10%	12%	0%
Cc1ccc(OC(F)F)c(NC(=O)Nc2ccc3c(c2)OCO3)c1	7%	8%	13%	-11%	-2%	-2%	-5%	-1.2%	0%
COc1ccc2cc(C3=CC(=O)CCC3)ccc2c1	?	11%[57.1 µM]	17%	?	-2%	11%[57.1 µM]	-15%	/	26%
COc1ccc2[nH]c(=O)c(CNc3ccc(C)c(C)c3)cc2c1	2%	-17%	-15%	0%	-1%	22%	?	1.7%	7%
CCCCn1c(N)c(NCCC)c(=O)[nH]c1=O	-6%	11%	8%	32%[activator]	-2%	10%	-20%	3.1%	0%
COc1cccc(CNC(=S)Nc2ccc(Cl)cc2C)c1	-15%	-3%[57.1 µM]	-9%	?	4%	2%[57.1 µM]	-21%	-0.8%	3%
CC(=O)Nc1cccc(C(=O)N/N=C/c2ccc(C)o2)c1	-6%	-3%	-39%	-1%	-2%	-6%	-3%	0.2%	-18%
COc1ccc(C(=O)Nc2ccc(S(=O)(=O)Nc3nccc(C)n3)cc2)cc1[N+](=O)[O-]	-3%	-7%	-11%	13%	-1%	-5%	-21%	-0.1%	-4%
COc1cc2cc(CN(CCc3ccccc3C)C(=S)NCCCN3CCOCC3)c(=O)[nH]c2cc1OC	4%	27%	8%	-21%	-1%	22%	-23%	-3.2%	-9%
CC(=O)Nc1ccc(S(=O)(=O)NNC2=NS(=O)(=O)c3ccccc32)cc1	0%	8%	10%	3%	0%	0%	-11%	0.9%	-7%

More structures
SMILES	Vif-A3F inh	TrxR1 inh	RGS4 inhibitor	ALOX12 inh	Vif-APOBEC3G blk	TrxR1 substrate	USP1-UAF1 inh	RXFP1 ag	mIDH1 inhibitor
CC(Sc1ccccc1)C(=O)N(CCC#N)Cc1cccnc1 (configuration not stated)	7%	30%[57.1 µM]	-16%	1%	1%	4%[57.1 µM]	-4%	0.7%	5%
COC(=O)c1cc2sc(Cl)cc2n1Cc1c(C)cc(C)cc1C	5%	12%	4%	-14%	3%	0%	-14%	5.2%	2%
Nc1nonc1-n1nnc(C(=O)N/N=C/c2ccc(O)cc2)c1CN1CCCCCC1	-8%	10%	-25%	0%	-11%	2%	-24%	/	4%
COc1ccccc1OCC(=O)N1CCCCCC1	3%	/	/	10%	0%	/	-5%	/	7%

Of the compounds above, these have a Cl atom:
SMILES	Vif-A3F inh	TrxR1 inh	RGS4 inhibitor	ALOX12 inh	Vif-APOBEC3G blk	TrxR1 substrate	USP1-UAF1 inh	RXFP1 ag	mIDH1 inhibitor
O=C(OCc1cncs1)c1ccccc1Cl	0%	-5%	-21%	-4%	1%	-5%	-16%	0.8%	-4%
COc1ccc(NC(=S)N(CCc2ccncc2)C(C)C)cc1Cl	0%	/	/	-23%	-4%	/	-24%	/	2%
Cc1ccc2c(c1)-c1onc(C(=O)N3CCN(c4ccc(Cl)cc4)CC3)c1CO2	10%	29%	-3%	-23%	-1%	38%[activator]	-17%	1.9%	8%
CC(=O)c1sc(NC(=O)COc2ccc(Cl)cc2C)nc1C	-14%	31%	4%	-8%	0%	10%	-7%	4.2%	13%
O=C(COC(=O)COc1ccc(Cl)cc1)NC1CCCCC1	-5%	-6%	10%	0%	-2%	-5%	-2%	-0.3%	1%
COc1cccc(CNC(=S)Nc2ccc(Cl)cc2C)c1	-15%	-3%[57.1 µM]	-9%	?	4%	2%[57.1 µM]	-21%	-0.8%	3%
COC(=O)c1cc2sc(Cl)cc2n1Cc1c(C)cc(C)cc1C	5%	12%	4%	-14%	3%	0%	-14%	5.2%	2%

Two consecutive entries already listed, quoted:
SMILES	Vif-A3F inh	TrxR1 inh	RGS4 inhibitor	ALOX12 inh	Vif-APOBEC3G blk	TrxR1 substrate	USP1-UAF1 inh	RXFP1 ag	mIDH1 inhibitor
Nc1nonc1-n1nnc(C(=O)N/N=C/c2ccc(O)cc2)c1CN1CCCCCC1	-8%	10%	-25%	0%	-11%	2%	-24%	/	4%
COc1ccccc1OCC(=O)N1CCCCCC1	3%	/	/	10%	0%	/	-5%	/	7%
